PAFAH1B2 inh: PAFAH1B2 (human) inhibition. recombinant PAFAH1B2, FP-rhodamine activity probe, fluorescence polarization. inhibition, % at 3.39 µM. 1.2% of 340,000 active. AID 492953. P68402;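 active = inhibition above the mean of all tested compounds plus 3 SD, cut at about 24% in these data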;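 also: 0% = enzyme with DMSO and 100% = wells lacking PAFAH1B2; many of its hits are not listed in these tables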
GSTO1 counter: GSTO1 inhibition, counter-screen for RBBP9 inhibitors | P78417 | recombinant GSTO1, activity-based probe fluorescence polarization | inhibition, % at 5.96 µM | 1.1% of 300,000 active;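 active = inhibition above the campaign mean inhibition plus 3 SD, cut at about 35% in these data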;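 also: 0% = GSTO1-1 with DMSO and 100% = wells lacking GSTO1-1 enzyme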
pPAFAH FP inh: pPAFAH (human) enzyme inhibition | inhibition, % at 3.39 µM | Q13093 | recombinant pPAFAH, FP-rhodamine probe fluorescence polarization | 1.5% of 330,000 active;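 active = inhibition above the mean inhibition across the screen plus 3 SD, cut at about 25% in these data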;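 also: inhibitors block binding of the rhodamine activity-based probe so polarization drops; 0% = enzyme with DMSO and 100% = wells lacking pPAFAH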
LYPLA2 inh: LYPLA2 (human) inhibition in PME1 counter-screen | O95372 | recombinant LYPLA2, FP-Rh probe fluorescence polarization | inhibition, % at 5.9 µM | 0.38% of 320,000 active;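 active = inhibition above the screen-wide mean plus 3 SD, limit set per campaign, cut at about 26% in these data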;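 also: 0% = LYPLA2 with DMSO and 100% = wells lacking LYPLA2 enzyme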
Target sequence (O95372 whole entry, looked up): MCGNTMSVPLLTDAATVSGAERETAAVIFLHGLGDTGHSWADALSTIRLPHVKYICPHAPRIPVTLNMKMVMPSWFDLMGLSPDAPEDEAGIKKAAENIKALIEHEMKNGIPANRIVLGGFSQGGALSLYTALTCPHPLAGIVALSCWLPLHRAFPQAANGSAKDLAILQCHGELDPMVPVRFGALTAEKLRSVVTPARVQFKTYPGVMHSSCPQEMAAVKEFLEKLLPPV
PME-1 primary: PME-1 (human) inhibition; recombinant PME-1, FP-Rh probe fluorescence polarization; inhibition, % at 5.9 µM; 0.53% of 320,000 active;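 active = inhibition above the campaign mean of all compounds plus 3 SD, cut at about 26% in these data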;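 also: competitive labeling of PME-1 active site by serine hydrolase directed probe; 0% = PME-1 with DMSO and 100% = wells lacking PME-1 enzyme; inhibitors block probe labeling so polarization falls and inhibition rises; many of its hits are not listed in these tables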
PAFAH1B3 inh: blocks human PAF acetylhydrolase 1B catalytic subunit 3; Q15102; recombinant PAFAH1B3, FP-rhodamine probe, fluorescence polarization; inhibition, % at 3.39 µM; 0.28% of 340,000 active;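 active = inhibition above the screen-wide average of all tested compounds plus 3 SD, cut at about 25% in these data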;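 also: 0% = enzyme with DMSO only and 100% = wells lacking PAFAH1B3 protein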
PAD4 FP inh: blocks human protein arginine deiminase 4; 0.41% of 330,000 active; Q9UM07; inhibition, % at 6.36 µM; AID 485272; recombinant PAD4, RCA probe fluorescence polarization;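 active = percent inhibition above a cutoff equal to the mean of all tested compounds plus 3 SD, cut at about 15% in these data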;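 also: 0% = PAD4 with RCA probe and DMSO and 100% = probe without PAD4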
Target sequence (Q9UM07 whole entry, looked up): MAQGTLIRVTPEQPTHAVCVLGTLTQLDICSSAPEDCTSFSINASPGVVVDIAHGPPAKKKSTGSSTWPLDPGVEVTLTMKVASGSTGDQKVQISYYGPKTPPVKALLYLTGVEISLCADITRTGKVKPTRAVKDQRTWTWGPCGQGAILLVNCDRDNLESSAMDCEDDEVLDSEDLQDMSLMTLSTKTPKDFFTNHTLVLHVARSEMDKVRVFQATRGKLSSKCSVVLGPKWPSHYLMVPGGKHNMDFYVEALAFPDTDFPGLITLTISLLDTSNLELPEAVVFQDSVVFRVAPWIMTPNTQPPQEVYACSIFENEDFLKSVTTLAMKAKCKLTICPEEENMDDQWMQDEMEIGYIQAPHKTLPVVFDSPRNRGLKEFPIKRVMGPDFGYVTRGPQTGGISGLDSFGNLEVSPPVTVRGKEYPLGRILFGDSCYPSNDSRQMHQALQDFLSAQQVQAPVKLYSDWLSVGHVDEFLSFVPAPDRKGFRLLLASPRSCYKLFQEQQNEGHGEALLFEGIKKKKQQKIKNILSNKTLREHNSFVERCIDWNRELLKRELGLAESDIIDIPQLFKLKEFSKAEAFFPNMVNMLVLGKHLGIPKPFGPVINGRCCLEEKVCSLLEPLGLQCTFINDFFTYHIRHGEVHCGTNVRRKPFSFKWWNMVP
LYPLA1 inh: counter-screen for PME1 inhibitors: inhibitors of human LYPLA1 | recombinant LYPLA1, FP-Rh probe fluorescence polarization | inhibition, % at 5.9 µM | O75608 | 0.16% of 320,000 active;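 active = inhibition above the mean of all tested compounds plus 3 SD, set per campaign, cut at about 14% in these data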;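 also: inhibitors block serine hydrolase probe labeling of LYPLA1 so polarization falls; 0% = enzyme with DMSO and 100% = wells lacking LYPLA1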
PREPL inh: inhibits the human prolyl oligopeptidase-like enzyme; Q4J6C6; recombinant PREPL, fluorescence polarization activity-based probe; inhibition, % at 5.96 µM; 0.68% of 320,000 active; in the data active = inhibition above about 43%;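 also: 0% = enzyme with DMSO and 100% = wells lacking enzyme; many of its hits are not listed in these tables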
The depositor's hits bear a star. Only part of the results is shown; count on the stated rates, not on these rows.

CCOc1ccc(N(CC(=O)Nc2cccc(C)c2C)S(=O)(=O)c2c(C)[nH]c(=O)[nH]c2=O)cc1 was read as PAFAH1B2 inh 3, GSTO1 counter 17, pPAFAH FP inh 4, LYPLA2 inh -2, PME-1 primary -2, PAFAH1B3 inh 9, PAD4 FP inh 1, LYPLA1 inh -1 and PREPL inh 22.
Cc1cc(C)n(CCc2nc(-c3ccc(C)o3)cs2)n1 was read as PAFAH1B2 inh 2, GSTO1 counter 0, pPAFAH FP inh -3, LYPLA2 inh -2, PME-1 primary 5, PAFAH1B3 inh 5, PAD4 FP inh -4, LYPLA1 inh -4 and PREPL inh 9.
For N#C/C(=C\c1cccc([N+](=O)[O-])c1)C(=O)NCc1cccnc1 the results were PAFAH1B2 inh 7, GSTO1 counter 7, pPAFAH FP inh 3, LYPLA2 inh -8, PME-1 primary -3, PAFAH1B3 inh 2, PAD4 FP inh -3, LYPLA1 inh -3 and PREPL inh -4.
For Cc1ccccc1-c1noc(N)c1C#N the results were PAFAH1B2 inh -8, GSTO1 counter 8, pPAFAH FP inh 3, LYPLA2 inh 6, PME-1 primary 0, PAFAH1B3 inh 1, PAD4 FP inh -3, LYPLA1 inh -3 and PREPL inh 21.
CCOc1cccc(NC(=O)C(Cc2cccs2)c2nn[nH]n2)c1 (configuration not stated) was read as PAFAH1B2 inh 5, GSTO1 counter 3, pPAFAH FP inh 2, LYPLA2 inh 7, PME-1 primary -2, PAFAH1B3 inh 4, PAD4 FP inh -6, LYPLA1 inh 1 and PREPL inh 13.
For CC(C)C[C@H](NC(=O)NC1CCCc2ccccc21)C(=O)O (some centres not stated) the results were PAFAH1B2 inh 2, GSTO1 counter 0, pPAFAH FP inh 2, LYPLA2 inh 0, PME-1 primary -3, PAFAH1B3 inh 10, PAD4 FP inh 1, LYPLA1 inh -1 and PREPL inh -1.
For CCOCCCN1C(=O)C2C(C(=O)Nc3ccc(OCC)cc3)C3C=CC2(O3)C1C(=O)NC1CCCCC1 (configuration not stated) the results were PAFAH1B2 inh 6, GSTO1 counter 2, pPAFAH FP inh 3, LYPLA2 inh 3, PME-1 primary 1, PAFAH1B3 inh -4, PAD4 FP inh -5, LYPLA1 inh 0 and PREPL inh 8.
For Cc1ccc(C)c(N2C(=O)c3ccc(C(=O)OCC(=O)c4c(N)n(C)c(=O)n(C)c4=O)cc3C2=O)c1 the results were PAFAH1B2 inh 1, GSTO1 counter -5, pPAFAH FP inh -1, LYPLA2 inh 26*, PME-1 primary 0, PAFAH1B3 inh 7, PAD4 FP inh -1, LYPLA1 inh -1 and PREPL inh 4.
`O=C(NNc1cc(N2CCOCC2)nc(N2CCOCC2)n1)c1ccc(Cl)c(Cl)c1` gave PAFAH1B2 inh 5, GSTO1 counter 1, pPAFAH FP inh 7, LYPLA2 inh -2, PME-1 primary 4, PAFAH1B3 inh 1, PAD4 FP inh -1, LYPLA1 inh 3 and PREPL inh 43.
Screening O=C(Nc1ccc2c(c1)OCO2)N1CCN(c2ccccc2)CC1 returned PAFAH1B2 inh -1, GSTO1 counter 2, pPAFAH FP inh 0, LYPLA2 inh 1, PME-1 primary 4, PAFAH1B3 inh 10, PAD4 FP inh -7, LYPLA1 inh 1 and PREPL inh 12.
COC(=O)/C=C1\S/C(=N\N=C\CC(=O)OC)NC1=O was read as PAFAH1B2 inh 12, GSTO1 counter 17, pPAFAH FP inh 3, LYPLA2 inh -3, PME-1 primary -1, PAFAH1B3 inh 15, PAD4 FP inh 2, LYPLA1 inh 1 and PREPL inh 0.
COc1ccc(CCN2CN(S(=O)(=O)c3ccccc3)c3nc4ccccc4nc32)cc1OC was read as PAFAH1B2 inh 3, GSTO1 counter 1, pPAFAH FP inh 2, LYPLA2 inh 2, PME-1 primary 13, PAFAH1B3 inh 12, PAD4 FP inh 0, LYPLA1 inh -4 and PREPL inh 4.
For O=C(c1ccc(Br)o1)N1CCC(c2nc3ccccc3[nH]2)CC1 the results were PAFAH1B2 inh 7, GSTO1 counter -1, pPAFAH FP inh 5, LYPLA2 inh 0, PME-1 primary -2, PAFAH1B3 inh 1, PAD4 FP inh 0, LYPLA1 inh 3 and PREPL inh 6.
For CC(C)(C)c1ccc(S(=O)(=O)C(C)(C)C)cc1 the results were PAFAH1B2 inh 6, GSTO1 counter -4, pPAFAH FP inh 0, LYPLA2 inh -1, PME-1 primary -2, PAFAH1B3 inh 8, PAD4 FP inh -1, LYPLA1 inh 3 and PREPL inh 3.
COc1ccc(S(=O)(=O)N(CCc2ccccc2)CC(=O)O)cc1Cl was read as PAFAH1B2 inh 11, GSTO1 counter 1, pPAFAH FP inh 4, LYPLA2 inh -1, PME-1 primary -2, PAFAH1B3 inh 11, PAD4 FP inh 1, LYPLA1 inh 1 and PREPL inh 8.
`S=C1NC2=C(CCC/C2=C\c2ccccc2)C(c2ccccc2)N1` (configuration not stated) gave PAFAH1B2 inh 4, GSTO1 counter -1, pPAFAH FP inh -4, LYPLA2 inh -3, PME-1 primary -6, PAFAH1B3 inh 5, PAD4 FP inh -6, LYPLA1 inh -1 and PREPL inh 8.
`CC(C)CCNC(=O)c1csc2c1CCCCC2` gave PAFAH1B2 inh 5, GSTO1 counter -2, pPAFAH FP inh 3, LYPLA2 inh 4, PME-1 primary 1, PAFAH1B3 inh 0, PAD4 FP inh -1, LYPLA1 inh 3 and PREPL inh 3.
`CCN(C(=O)COC(=O)CSc1cc(C)c2ccccc2n1)c1ccccc1` gave PAFAH1B2 inh 8, GSTO1 counter -1, pPAFAH FP inh 0, LYPLA2 inh 5, PME-1 primary -3, PAFAH1B3 inh 0, PAD4 FP inh -2, LYPLA1 inh 2 and PREPL inh 21.
Screening CCS(=O)(=O)c1ccc(-c2csc(-c3ccc(Cl)cc3)n2)c(Cl)c1Cl returned PAFAH1B2 inh -4, GSTO1 counter 9, pPAFAH FP inh 2, LYPLA2 inh 4, PME-1 primary 0, PAFAH1B3 inh 5, PAD4 FP inh 0, LYPLA1 inh 0 and PREPL inh 12.
`O=C(NC(=S)NNS(=O)(=O)c1ccccc1)c1ccccc1[N+](=O)[O-]` gave PAFAH1B2 inh 23, GSTO1 counter 8, pPAFAH FP inh -1, LYPLA2 inh 4, PME-1 primary 0, PAFAH1B3 inh 7, PAD4 FP inh -1, LYPLA1 inh 2 and PREPL inh 3.
Screening CCc1ccccc1NC(=O)CCc1c(C)nn(-c2ccc(N3CCOCC3)nn2)c1C returned PAFAH1B2 inh 10, GSTO1 counter 2, pPAFAH FP inh 3, LYPLA2 inh 3, PME-1 primary 1, PAFAH1B3 inh 11, PAD4 FP inh -4, LYPLA1 inh 4 and PREPL inh 0.
For Cc1cc(Br)ccc1NC(=O)CN(C)C(=O)C1CCN(C(=O)c2ccc(F)cc2)CC1 the results were PAFAH1B2 inh 5, GSTO1 counter -1, pPAFAH FP inh 0, LYPLA2 inh 2, PME-1 primary 3, PAFAH1B3 inh 7, PAD4 FP inh 1, LYPLA1 inh 2 and PREPL inh 4.
`Cc1nn(S(=O)(=O)c2ccc(Cl)cc2)c(C)c1Sc1ccc([N+](=O)[O-])cc1` gave PAFAH1B2 inh -3, GSTO1 counter 4, pPAFAH FP inh 7, LYPLA2 inh 3, PME-1 primary 6, PAFAH1B3 inh 10, PAD4 FP inh -2, LYPLA1 inh 9 and PREPL inh 4.
Screening CC1CCCCN1C(=O)COC(=O)/C=C/c1ccc2ccccc2n1 (configuration not stated) returned PAFAH1B2 inh 7, GSTO1 counter -5, pPAFAH FP inh -1, LYPLA2 inh 1, PME-1 primary -3, PAFAH1B3 inh 8, PAD4 FP inh -5, LYPLA1 inh 0 and PREPL inh 4.
For Cc1c(C(=O)C(C)C)n(C)c2ccccc12 the results were PAFAH1B2 inh 0, GSTO1 counter 7, pPAFAH FP inh 0, LYPLA2 inh 9, PME-1 primary 0, PAFAH1B3 inh -2, PAD4 FP inh 1, LYPLA1 inh 1 and PREPL inh 9.
Screening COc1cc(/C=C2\C(=O)NN(c3ccccc3)C2=O)ccc1OCC(N)=O returned GSTO1 counter 6, pPAFAH FP inh 2, LYPLA2 inh -1, PME-1 primary -3, PAD4 FP inh 3, LYPLA1 inh 0 and PREPL inh 1.
`COC(=O)c1ccc(C(=O)OC)c(NC(=O)CSc2cccc[n+]2[O-])c1` gave PAFAH1B2 inh 1, GSTO1 counter 5, pPAFAH FP inh 1, LYPLA2 inh 4, PME-1 primary 3, PAFAH1B3 inh -1, PAD4 FP inh 1, LYPLA1 inh -1 and PREPL inh 3.
COCCNC(=O)CN(Cc1ccc(F)cc1)C(=O)CCC(=O)Nc1nccs1 was read as PAFAH1B2 inh 1, GSTO1 counter 6, pPAFAH FP inh -2, LYPLA2 inh -1, PME-1 primary 2, PAFAH1B3 inh -2, PAD4 FP inh 0, LYPLA1 inh -5 and PREPL inh 25.
Cc1ccccc1NC(=S)NC(NC(=O)COc1ccccc1)C(Cl)(Cl)Cl (configuration not stated) was read as PAFAH1B2 inh -5, GSTO1 counter -7, pPAFAH FP inh -3, LYPLA2 inh -9, PME-1 primary -10, PAFAH1B3 inh -13, PAD4 FP inh -6, LYPLA1 inh -2 and PREPL inh -11.
For CC(C)C(c1nnnn1Cc1ccccc1)N1CCC(C(N)=O)CC1 (configuration not stated) the results were PAFAH1B2 inh 2, GSTO1 counter -6, pPAFAH FP inh 3, LYPLA2 inh -3, PME-1 primary -4, PAFAH1B3 inh -6, PAD4 FP inh -1, LYPLA1 inh 0 and PREPL inh -8.
Screening O=C(COc1ccccc1C(=O)O)Nc1ccc(SC(F)F)cc1 returned PAFAH1B2 inh 10, GSTO1 counter 6, pPAFAH FP inh 0, LYPLA2 inh 9, PME-1 primary -6, PAFAH1B3 inh -1, PAD4 FP inh 1, LYPLA1 inh 6 and PREPL inh 11.
For O=[N+]([O-])c1ccc2[nH]c(O)c(N=NC3CCS(=O)(=O)C3)c2c1 (configuration not stated) the results were PAFAH1B2 inh 5, GSTO1 counter 6, pPAFAH FP inh 1, LYPLA2 inh -2, PME-1 primary 0, PAFAH1B3 inh 5, PAD4 FP inh 1, LYPLA1 inh 0 and PREPL inh -1.
CCOc1ccc(OCc2ccc(C(=O)N3CCc4ccccc4C3)o2)cc1 was read as PAFAH1B2 inh 2, GSTO1 counter 10, pPAFAH FP inh 10, LYPLA2 inh -6, PME-1 primary -1, PAFAH1B3 inh -3, PAD4 FP inh -1, LYPLA1 inh -1 and PREPL inh 3.
`Cc1nnsc1C(=O)NNC(=O)c1ccc(C(F)(F)F)cc1` gave PAFAH1B2 inh 5, GSTO1 counter 5, pPAFAH FP inh 2, LYPLA2 inh -1, PME-1 primary 3, PAFAH1B3 inh -4, PAD4 FP inh 1, LYPLA1 inh 3 and PREPL inh 24.
Screening Cc1cc(=O)n(CC(C)O)c(O)c1C#N (configuration not stated) returned PAFAH1B2 inh 5, GSTO1 counter 1, pPAFAH FP inh -4, LYPLA2 inh 6, PME-1 primary 6, PAFAH1B3 inh 1, PAD4 FP inh -9, LYPLA1 inh 0 and PREPL inh 9.

2 compounds picked at random from the list so far:
Screening COc1cc(/C=C2\C(=O)NN(c3ccccc3)C2=O)ccc1OCC(N)=O returned GSTO1 counter 6, pPAFAH FP inh 2, LYPLA2 inh -1, PME-1 primary -3, PAD4 FP inh 3, LYPLA1 inh 0 and PREPL inh 1.
For CC(C)C(c1nnnn1Cc1ccccc1)N1CCC(C(N)=O)CC1 (configuration not stated) the results were PAFAH1B2 inh 2, GSTO1 counter -6, pPAFAH FP inh 3, LYPLA2 inh -3, PME-1 primary -4, PAFAH1B3 inh -6, PAD4 FP inh -1, LYPLA1 inh 0 and PREPL inh -8.
